# TEAD-YAP block: TEAD-YAP interaction inhibition, primary screen, TEAD-YAP interaction inhibitor project, luminescence, HEK-TIYL cells. TEAD-Gal4/YAP UAS-luciferase luminescence. inhibition, % at 9.12 µM. 640,000 tested, 1.4% active. AID 1259422, 2018; in the data active means inhibition above about 32%;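 further: 0% = median of test compound wells and 100% = reference inhibitor wells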
# GPR151 activ: activators of human GPR151, primary screen, cell-based, PathHunter beta-arrestin, luminescence; PathHunter beta-arrestin GPR151 cells; activation, % at 11.2 µM; 650,000 tested, 1% active; AID 1508602, 2020; in the data active means activation above about 4.9%;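 further: 0% = median of compound wells and 100% = cells with positive control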
# MITF primary: MITF inhibitors, primary screen, biochemical, AlphaScreen, human. Microphthalmia-associated transcription factor (Homo sapiens), O75030. 650,000 tested, 0.91% active. AlphaScreen MITF homodimerization, bead proximity signal. inhibition, % at 2.6 µM; in the data active means inhibition above about 50%;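 further: 0% = vehicle wells with protein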
# FBW7 activator: FBW7 E3 ligase activators, primary screen, biochemical, AlphaScreen, human | AlphaScreen FBW7–phospho-cyclin E peptide binding, activator screen | F-box/WD repeat-containing protein 7 (Homo sapiens), Q969H0 | AID 1259310, 2017 | 650,000 tested, 0.13% active | normalized activity (activation), % at 26.1 µM; in the data active means normalized activity above about 1.9%;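 further: purified mutant Fbw7 with reduced substrate affinity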
# Target sequence (Q969H0 whole entry, looked up): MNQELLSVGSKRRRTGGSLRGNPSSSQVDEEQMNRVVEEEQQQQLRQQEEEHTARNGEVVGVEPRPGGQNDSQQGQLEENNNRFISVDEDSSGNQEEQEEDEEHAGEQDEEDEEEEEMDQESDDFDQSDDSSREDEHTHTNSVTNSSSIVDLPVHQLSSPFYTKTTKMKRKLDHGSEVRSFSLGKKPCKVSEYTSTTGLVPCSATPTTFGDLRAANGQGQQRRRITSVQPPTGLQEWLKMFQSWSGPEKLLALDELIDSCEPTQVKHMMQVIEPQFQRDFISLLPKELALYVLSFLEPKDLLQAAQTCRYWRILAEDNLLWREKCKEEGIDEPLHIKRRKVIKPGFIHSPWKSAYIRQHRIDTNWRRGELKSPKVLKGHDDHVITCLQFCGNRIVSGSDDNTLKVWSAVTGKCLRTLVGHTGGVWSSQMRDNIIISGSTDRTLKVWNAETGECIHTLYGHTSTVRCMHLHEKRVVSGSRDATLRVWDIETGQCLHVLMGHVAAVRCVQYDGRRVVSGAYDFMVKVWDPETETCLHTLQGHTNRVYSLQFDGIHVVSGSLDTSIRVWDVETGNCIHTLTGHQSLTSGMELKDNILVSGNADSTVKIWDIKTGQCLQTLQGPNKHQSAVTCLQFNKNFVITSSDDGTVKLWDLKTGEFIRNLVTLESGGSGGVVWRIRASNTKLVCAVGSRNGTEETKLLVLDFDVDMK
# The depositor's hits bear a star; & = joins results of further samples.
SMILES,TEAD-YAP block,GPR151 activ,MITF primary,FBW7 activator
Cc1cnc(Cl)nc1NCCN(C(C)C)C(C)C,-1,-1.4,16,0.1
Cc1ccccc1NC(=O)NC1(C(=O)N2CCN3CCCC3C2)CCCCC1 (stereo not drawn),-1,12*,0,0.1
CCOC(=O)N1CCN(C(=O)C(CC)c2ccccc2)CC1 (stereo not drawn),9,-0.6,8,0.2
O=C(Cn1nnc2ccccc2c1=O)c1cccs1,-45,-1.0,-9,-0.1
CC(C)(c1ccc(Oc2ccc(N)cc2)cc1)c1ccc(Oc2ccc(N)cc2)cc1,11,2.1,9,0.0
N#Cc1cc(Oc2ccc(-c3ccc(Oc4cc(C#N)c(C#N)cc4N4CCCCCC4)cc3)cc2)c(N2CCCCCC2)cc1C#N,-5,1.6,6,0.0
O=C(Cn1nc2sc3ccccc3n2c(=O)c1=O)c1cccs1,3,-0.1,-8,0.0
CCCN1C(=O)CC(c2ccco2)Sc2ccccc21 (stereo not drawn),1,5.3*,4,0.1
O=C1NCC(c2ccc(Br)cc2)=NN1,0,-0.6,26,0.5
CCc1ccc2nc(N3CCC(C(=O)NCc4cccnc4)CC3)sc2c1,-39,-0.5,16,0.8
Cc1cc(C)n(Cc2ccc(Cl)nc2)c(=O)c1C#N,7,1.1,-3,-0.1
CC(C)(C)NC(=O)NCCC1CCCCN1S(=O)(=O)c1ccccc1 (stereo not drawn),11,1.5,-4,0.0
CN(Cc1ccccc1)c1nc(-c2ccc(Cl)cc2)nc2ccccc12,-2,-0.6,0,0.2
CCc1cccc(C)c1NC(=O)CN(C)S(=O)(=O)c1ccccc1,1,2.0,1,0.0
CC(C)C(CCC(=O)Nc1ccccc1Cl)C(=O)O (stereo not drawn),0,-1.2,-11,0.0
Cc1ccc(-c2noc(CSc3nc(C)c(C)c(=O)[nH]3)n2)cc1,-4,3.3,-2,-0.1
Cn1cnnc1SCC(C)(C)NS(=O)(=O)c1ccccc1,3,0.6,9,-0.2
O=C(Nc1cc(-c2nc3ccccc3o2)ccc1Cl)c1cccc(Cl)c1Cl,-24,-0.9,-5,0.0
CCOC(=O)c1c(NC(=O)CSc2nnc(CNC(=O)c3ccco3)n2CCc2ccccc2)sc2c1CCC2,-7,0.4,-13,0.5
COC(=O)C1=CN(Cc2ccc(OC)c(OC)c2)C=C(C(=O)OC)C1c1cccc(O)c1,-31,0.4,5,0.2
O=C(NCc1cccnc1)c1cccc(Nc2ccccc2)n1,0,-0.5,-5,0.0
COc1ccccc1C(=O)N/C(=C\c1ccc([N+](=O)[O-])cc1)C(=O)Nc1cc(Cl)cc(Cl)c1,-7,1.6,-12,0.2
CN(C)c1ccc(CN2CCc3nnc(CNC(=O)Cc4ccccc4)n3CC2)cc1,-26,1.1,5,0.0
COCCNC(=S)NCc1ccc2c(c1)cc(C)n2C,-10,-0.8,-9,-0.2
CCC(=O)Nc1ccc(C(=O)Nc2nncs2)cc1,-33,0.0,10,0.0
CC1=CC(=C(C#N)C#N)C=C(C)N1CCc1ccc(S(N)(=O)=O)cc1,-1,1.2,5,0.1
Cc1ccccc1CSc1nc2ccccc2c(=O)n1CCC(=O)NCc1ccc(F)cc1,-6,-0.6,12,-0.1
CCOC(=O)Cc1csc(NC(=O)/C=C\c2cccc([N+](=O)[O-])c2)n1,-2,0.7,3,0.0
COCCNC(=O)CSc1ccc(-c2nc3ccccc3[nH]2)cn1,-2,-0.7,-11,-0.1
COc1ccccc1N(CN1CCCC1=O)C(=O)c1ccccc1C,-3,-0.9,1,-0.2
COc1ccc(C2C(C(=O)Nc3nc4ccc(Br)cc4s3)=C(C)NC3=C2C(=O)CC(C)(C)C3)c(OC)c1 (stereo not drawn),1,4.5,-11,-0.3
COc1ccc(NCN2C(=O)c3cccc([N+](=O)[O-])c3C2=O)cc1,-8,0.6,-3,0.0
CCCCNc1nc2c(c(=O)n(C)c(=O)n2C)n1Cc1cccc(C)c1,8,0.4,-1,-0.1
Nn1c(SCC(=O)Nc2ccccc2F)nc2ccccc2c1=O,-4,0.2,-13,0.0
CC(=O)NC(CCS(C)(=O)=O)C(=O)Nc1ccccc1Cl (stereo not drawn),-6,1.5,8,0.2
CCOc1cccc2sc(NC(=O)c3ccc(OC)cc3)nc12,22,-0.9,11,0.8
O=C(CNCCO)NCCc1ccc(Cl)cc1Cl,-1,0.1,34,-0.1
CCN1CCN(c2ccc(NC(=O)c3ncoc3-c3cccc(OC)c3)cc2)CC1,2,1.0,-4,-0.1
CSc1ccccc1C(=O)NCC1COc2ccccc2O1 (stereo not drawn),0,-1.1,6,0.2
NC(=O)CN(C1CCCCCC1)S(=O)(=O)c1ccc(Cl)cc1,10,0.6,-2,-0.1
O=C(NCCCn1ccnc1)Nc1c[nH]c2ccccc12,-9,0.0,11,-1.0
CCCCN(C)C(=O)Cn1ncc2c3ccccc3n(CCC)c2c1=O,7,0.5,8,0.0
O=C1CCC(C23CC4CC(CC(C4)C2)C3)=NN1,0,1.0,-3,0.1
COc1ccc(/C=C(/C(=O)NC(C)(C)C)c2ccccc2)cc1,11,1.0,-10,0.3
COc1ccc(-c2noc(C3CCCN(S(=O)(=O)c4ccc(C)cc4)C3)n2)cc1 (stereo not drawn),-1,-1.1,-1,0.1
CC(C)(C)C1CCc2c(sc(NC(=O)c3ccccc3F)c2C(=O)N2CCC(C(N)=O)CC2)C1 (stereo not drawn),-9,-0.1,6,0.5
COC(=O)C(NC(=O)c1cccc(C)c1)(Nc1ccc(OC(F)(F)F)cc1)C(F)(F)F (stereo not drawn),1,-1.0,-1,-0.1
O=C(Nc1ccc(S(=O)(=O)Nc2nccs2)cc1)C1COc2ccccc2O1 (stereo not drawn),-16,0.0,-2,0.0
CC(C)NC[C@@H](O)c1ccc(O)c(O)c1,4&2&0,0.3&1.4&-0.8&1.3&-2.2,10&1&2&32&5,0.3&-0.3&-0.2&0.1&0.6
CCCCNC(=O)CSc1nnc(-c2ccccc2)o1,-6,0.7,7,0.0
Cc1cccc(OCC(=O)N2CCN(C(=O)COc3ccc4ccccc4c3)CC2)c1,26,-0.4,10,0.4
CCOC(=O)C1=C(C)N=c2s/c(=C\c3cc(C)n(C)c3C)c(=O)n2C1c1ccc(OC)c(OC)c1 (stereo not drawn),-16,0.4,-2,0.2
O=C(CN1CCN(Cc2ccccc2Cl)C1=O)NCC1CCCO1 (stereo not drawn),1,-0.5,8,-0.2
COc1ccc(-c2cc(C(F)(F)F)n3nc(C(=O)Nc4cccc(C(F)(F)F)c4)c(Br)c3n2)cc1,3,-1.1,0,0.1
CC(=O)N1c2ccc(S(=O)(=O)NCCC(=O)NC3CCCCCC3)cc2CC1C (stereo not drawn),10,-0.4,0,-0.4
Cc1ccc(-c2ncn(-c3ccc(Nc4ncc5ccc(-c6cn[nH]c6C)cc5n4)cc3)n2)cn1,43*,0.2,4,-0.2
Cc1nc(NC/C=C/c2ccco2)sc1-c1ccn(CC2CCCN(C)C2)n1 (stereo not drawn),-1,2.9,-10,-0.1
CN(C)CCOc1cc(-c2ccncc2)ccc1NC(=O)C1CCc2ccccc2C1 (stereo not drawn),-11,-1.5,-14,0.0
O=S1(=O)C=C(N2CCCCC2)CC1,19,-0.1,-7,0.2
CCC(CC)C(=O)N1CCc2c(cnc(C)c2CNS(=O)(=O)c2cccs2)C1,-7,-0.9,2,0.0

# (further entries)
SMILES,TEAD-YAP block,GPR151 activ,MITF primary,FBW7 activator
COc1ccc(NC(=S)NNC(=O)Cc2cccn2C)cc1OC,-17,2.9,-6,-0.2
O=C(NCCO)C1CCN(c2ccc(Cl)nn2)CC1,-5,-1.7,14,0.2
Cc1cc(C)cc(NC(=O)c2ccc3c(=O)n(Cc4ccccc4)c(SCC(=O)C(C)(C)C)nc3c2)c1,11,1.1,9,0.0
COc1ccc(N2CC(CNC(=O)Nc3ccc(Cl)cc3)CC2=O)cc1 (stereo not drawn),8,0.9,12,0.2
COc1ccc(CNCc2cc(F)ccc2F)cc1OC,4,-0.4,42,0.1
COc1ccc(C2SCCN2S(=O)(=O)c2ccc3ccccc3c2)cc1OC (stereo not drawn),4,-0.2,12,0.1
COc1ccc(Cl)cc1NC(=O)CSc1cc(=O)n(C)c2cc(Cl)ccc12,1,-1.0,-9,-0.2
Cc1cc(C(=O)OCC(=O)N(c2ccccc2)C(C)C)c(C)o1,4,-2.1,1,-0.2
CC1=NN(c2ccccc2)C(=O)/C1=C\c1ccc(Br)s1,-3,1.4,4,-0.4
CCC(C)(C)n1nnnc1C(c1ccccc1Cl)N1CCN(C(=O)c2ccco2)CC1 (stereo not drawn),6,-0.8,15,0.0
COc1ccc2nc(SCC(=O)N3CC(=O)Nc4ccccc43)c(C#N)cc2c1,-4,-2.4,6,0.7
Cc1ccc(-n2c(SCC(=O)Nc3nccs3)nnc2-c2ccncc2)cc1C,1,0.6,-12,-0.2
CCCN(CCC)S(=O)(=O)c1c(C)ccc2nsnc12,2,0.3,10,0.0
COc1ccc(C(=O)COC(=O)c2ccccc2NC(=O)c2ccc(Cl)cc2)cc1,-4,-0.5,-14,-0.2
COc1cc(OC)c(Nc2ncnc3sc(C)c(C)c23)cc1Cl,5,-0.7,9,0.0
Cc1cccc(C(=O)Nc2cc3c4c(c2)C2CCCC2CN4CC2CCCC32)c1 (stereo not drawn),0,-1.6,7,0.6
Cc1cccnc1N1C(=O)c2ccc(C(=O)O)cc2C1=O,-8,0.1,-1,-0.3
CC(C)CN1CCN(c2c(Cl)cccc2NC(=O)c2ccc(Br)o2)CC1,6,1.5,-10,-0.3
CC(C)[C@@H]1NC(=O)[C@@H]2C[C@H](NCc3cc(F)ccc3F)CN2C1=O,11,0.3,10,0.8
COCCn1cnc2sc(C(=O)N3CCN(c4cccc(Cl)c4)CC3)c(C)c2c1=O,-2,-1.2,-1,-0.1
O=C1CCCN1CCn1cnc2c(NCc3ccccc3)nc(NCc3cccnc3)nc21,0,-2.0,4,0.5
COCCNC(=O)C1CCCN1C(=O)Nc1ccc(C)cc1 (stereo not drawn),-3,-0.6,-1,-0.1
Cc1sc(NC(=O)c2ccco2)nc1-c1ccc(Br)cc1,-13,0.2,11,0.2
O=C1Cc2cc(S(=O)(=O)NCc3cccs3)ccc2N1,-1,-0.4,-9,-0.1
Cc1ccc(O)c(/C=N/NC(=O)c2ccccn2)c1,-13,-3.6,57*,-1.3
Cc1cccc(OC(=O)c2ccc(Br)o2)c1,12,-1.2,16,0.1
CCN(CC)C(=O)Cn1cc(C(=O)C(=O)N(Cc2ccccc2)C(C)C)c2ccccc21,-6,-0.6,5,0.5
COCc1ccc(CN2CCCC(CO)(Cc3ccccc3C)C2)o1 (stereo not drawn),14,0.1,2,-0.1
CCN(CC)S(=O)(=O)c1cccc(C(=O)Nc2sc3c(c2C#N)CCCC3)c1,8,2.5,1,-0.2
Cc1cccc(NC(=O)c2sc3nc(-c4ccccc4)cc(C(F)(F)F)c3c2N)c1C,-2,-0.8,4,0.0
CN1CC(=O)N(CC(=O)NCCc2ccc(Cl)cc2Cl)C1=O,19,0.7,15,0.6
CCCCNC(=O)/C(=C\c1ccccc1Cl)NC(=O)c1ccc(C)cc1,-3,-1.2,-10,0.0
CC(=O)c1ccc(NC(=O)C2CCCN(c3ncnc4c3nc3n4CCCCC3)C2)cc1 (stereo not drawn),-2,0.1,-1,0.0
CC(C)(C)C(=O)Nc1ccc(C(=O)NNC(=O)c2ccc([N+](=O)[O-])cc2)cc1,3,1.3,1,0.1
CCOC(=O)Cc1csc(NC(=O)COc2ccc(C)cc2Br)n1,6,1.1,3,0.0
O=C(CSc1ncccc1C(=O)NCc1cccnc1)Nc1ccc(Br)cc1,-7,0.2,-11,-0.1
Cc1cccnc1C1(O)CCN(C(=O)Cc2nn(C(C)C)c(=O)c3ccccc23)CC1,-7,0.2,6,-0.1
CN(C)c1cc(C(=O)N2CCc3ccccc3C2)nc(N(C)C)n1,-12,-0.9,-3,0.0

# Molecules listed so far that contain two or more sulfur atoms (ten):
SMILES,TEAD-YAP block,GPR151 activ,MITF primary,FBW7 activator
O=C(Cn1nc2sc3ccccc3n2c(=O)c1=O)c1cccs1,3,-0.1,-8,0.0
Cn1cnnc1SCC(C)(C)NS(=O)(=O)c1ccccc1,3,0.6,9,-0.2
CCOC(=O)c1c(NC(=O)CSc2nnc(CNC(=O)c3ccco3)n2CCc2ccccc2)sc2c1CCC2,-7,0.4,-13,0.5
O=C(Nc1ccc(S(=O)(=O)Nc2nccs2)cc1)C1COc2ccccc2O1 (stereo not drawn),-16,0.0,-2,0.0
CCC(CC)C(=O)N1CCc2c(cnc(C)c2CNS(=O)(=O)c2cccs2)C1,-7,-0.9,2,0.0
COc1ccc(C2SCCN2S(=O)(=O)c2ccc3ccccc3c2)cc1OC (stereo not drawn),4,-0.2,12,0.1
Cc1ccc(-n2c(SCC(=O)Nc3nccs3)nnc2-c2ccncc2)cc1C,1,0.6,-12,-0.2
CCCN(CCC)S(=O)(=O)c1c(C)ccc2nsnc12,2,0.3,10,0.0
O=C1Cc2cc(S(=O)(=O)NCc3cccs3)ccc2N1,-1,-0.4,-9,-0.1
CCN(CC)S(=O)(=O)c1cccc(C(=O)Nc2sc3c(c2C#N)CCCC3)c1,8,2.5,1,-0.2
